STAT1 blocker = STAT1 signaling inhibitors, primary screen, cell-based, HTS, luciferase reporter. NIH 3T3 STAT1-luciferase reporter, IFN-gamma, luminescence. inhibition, % at 5.5 µM. actives 0.35% (n = 200,000). AID 920, 2007;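 active means inhibition above a set limit, the mean inhibition across all tested compounds plus 3 SD, cut at about 34% in these data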;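 further: 0% = IFN-gamma with DMSO and 100% = IFN-gamma with 300 µM nifuroxazide; values of inactives mirror those of a sister screen read the other way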
APP transl inh = inhibitors of APP translation via 5'UTR reporter, primary screen, APP 5'UTR luciferase, SH-SY5Y cells. SH-SY5Y APP 5'UTR-luciferase reporter, luminescence. inhibition, % at 2 µM. actives 0.82% (n = 190,000). AID 1285, 2008;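 active means inhibition above a set limit, derived from the sample mean plus 3 SD, cut at about 45% in these data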; further: values of inactives mirror those of a sister screen read the other way
FLuc stim CS = FLuc activators, initial screening, artefact control for FLuc-dependent activation tests, biochemical, ATPlite luminescence; ATPlite luciferase biochemical, 10 min; 0 = ATP-free wells, 1 = DMSO control; activation factor at 10 µM; 200,000 tested, under 10 active;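 active means luciferase activation factor, scaled between plate controls, of at least 2 with compound at 10 µM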
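Assay system – cell-free luciferase reagent · Medium – PBS-based ATP solution · Dosing – test compounds dosed from 2 mM stocks in 100% DMSO · Timing – 10 min, room temperature · Technique – light output (luminescence) · Measure – luminescence gain marking luciferase activators · Controls – No-ATP low control, compound-free enzyme-plus-ATP high control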
STAT3 inh = IL-6 driven STAT3 reporter inhibitors, primary screen, U3A cells, luciferase, luminescence, MLSCN library; IL-6 STAT3-luciferase reporter; host cell line lacks STAT1; inhibition, % at 5.5 µM; actives 0.89% (n = 190,000); AID 862, 2007;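 active means inhibition above the mean inhibition across all screened compounds plus 3 SD, cut at about 44% in these data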;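 further: 0% = DMSO only wells and 100% = 100 µM nifuroxazide control wells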
FLuc inh counter = firefly luciferase enzyme inhibitors, primary screen, artefact control for luciferase-based inhibitor screens, biochemical, luminescence, ATPLite; 10 min; inhibition, % at 10 µM; actives 1.5% (n = 200,000); AID 1006, 2008;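 active means inhibition above about 50% when tested at 10 µM, limit read from the data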
STAT1 act = STAT1 signaling activators, primary screen, cell-based, HTS, luciferase reporter; NIH 3T3 STAT1-luciferase reporter, IFN-gamma, luminescence; 100% = IFN-gamma alone, no compound; actives 2.6% (n = 200,000); activation (% of control), % at 5.5 µM;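 active means activation above the screen-wide mean activation plus 3 SD, cut at about 130% in these data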;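 further: raw ratio to IFN-gamma control signal so 100% means no change and 0% no light; values of inactives mirror those of a sister screen read the other way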
NF-kB expr up = activators of NF-kB expression in neurons, primary screen, cell-based, HTS. human neuronal cells, NF-kB reporter expression; stronger effect = higher value. fold change at 12.5 µM. actives 1.6% (n = 190,000). AID 1239, 2008; in the data active means fold change above about 3.3
STAT3 activator = IL-6 driven STAT3 reporter potentiators, primary screen, U3A cells, luciferase, luminescence, MLSCN library | IL-6 STAT3-luciferase reporter; 100% = signal with IL-6 EC80 alone | actives 0.91% (n = 190,000) | activation (% of control), % at 5.6 µM;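 active means activation above the screen-wide mean of compound activation plus 3 SD, cut at about 130% in these data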;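 further: 0% = background luminescence of wells with medium and substrate only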
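Test system: human U3A cells carrying STAT3-luciferase construct; control set: IL-6-only wells as 100% reference; timing: compound pre-incubation 1 h before IL-6, then 6 h stimulation at 37 °C; also added: IL-6 stimulus at 33 ng/mL final; evaluation: % activation versus median of IL-6-stimulated wells; detection: reporter luminescence signal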
ROMK primary = ROMK potassium channel modulators, primary screen, cell-based, thallium flux, MLSMR library; AID 1918, 2009; Tet-inducible ROMK, thallium flux fluorescence; actives lie on both sides; actives 2% (n = 130,000); B-score at 10 µM; ATP-sensitive inward rectifier potassium channel 1 (Homo sapiens), P48048;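 active means signal ratio slope over the read window, or its plate-corrected B-score, at least 3 SD from the plate mean, either direction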;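 further: B-score of the F/F0 ratio slope over 7 to 12 s after thallium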
Target sequence (P48048 whole entry, looked up): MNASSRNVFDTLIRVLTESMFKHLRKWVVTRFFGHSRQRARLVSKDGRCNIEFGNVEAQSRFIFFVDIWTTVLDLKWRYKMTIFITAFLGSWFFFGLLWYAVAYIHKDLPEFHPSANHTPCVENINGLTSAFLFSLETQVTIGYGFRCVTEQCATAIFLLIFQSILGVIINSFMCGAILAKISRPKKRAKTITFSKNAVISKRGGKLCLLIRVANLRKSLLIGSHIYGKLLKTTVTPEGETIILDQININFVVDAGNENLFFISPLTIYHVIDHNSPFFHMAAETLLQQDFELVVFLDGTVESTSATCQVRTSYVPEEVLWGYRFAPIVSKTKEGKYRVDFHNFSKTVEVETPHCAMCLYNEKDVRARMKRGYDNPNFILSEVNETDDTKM
APP 5'UTR act = activators of APP 5'UTR luciferase reporter, primary screen, SH-SY5Y cells; SH-SY5Y APP 5'UTR luciferase reporter, luminescence; zero percent = DMSO vehicle wells; actives 1% (n = 190,000); activation, % at 2 µM;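 active means activation above a set limit, based on mean plus 3 SD of controls, cut at about 140% in these data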; further: values of inactives mirror those of a sister screen read the other way
Active calls of the source: *; nt = not tested or not shown. Compounds as they come; 7.1% or so of the library scored in one or more.

1) Cc1cccc(N2CCN(C(=S)NCCc3ccccc3)CC2)c1C
2) CCOC(=O)C1C(c2ccccc2)C(C(=O)OCC)C1c1ccccc1 (configuration not stated)
3) Cc1cc(NC(=S)N(CCCN2CCN(C)CC2)Cc2ccco2)ccc1Cl
4) CC(=O)Nc1ccc(OS(=O)(=O)c2ccccc2C)cc1
5) Cn1cc(Br)c(C(=O)NC2CCCCC2)n1
6) COc1ccccc1N1CCN(C(=O)c2sc3nc(-c4ccc(F)cc4)cn3c2C)CC1
7) NC1=NC(=O)C(Cc2cccc(Cl)c2Cl)S1 (configuration not stated)
8) O=C(CSc1ccc(-c2nc3ccccc3[nH]2)cn1)Nc1ccc(S(=O)(=O)N2CCCC2)cc1

entry no.	1	2	3	4	5	6	7	8
STAT1 blocker	3	0	4	-1	-1	6	14	-2
APP transl inh	3	10	-16	-10	5	2	-5	6
FLuc stim CS	1	1.1	1	1.1	1.1	1	1	0.9
STAT3 inh	3	-2	13	9	6	19	1	-9
FLuc inh counter	5	-8	0	-10	-6	-3	-4	15
STAT1 act	98	99	95	99	101	95	87	102
NF-kB expr up	1	1.1	1.2	1.2	0.97	0.45	0.96	1
STAT3 activator	96	103	94	95	99	85	98	105
ROMK primary	1	0.071	-0.41	nt	nt	nt	nt	-0.25
APP 5'UTR act	-3	-10	16	10	-5	-2	5	-5

9) O=C(CN1C(=O)C2CC=CCC2C1=O)NC1CCCCC1 (configuration not stated)
10) CCOC(=O)c1cc(-c2ccc(C)o2)n[nH]1
11) CC(C)c1ccc(NC(=S)NCCc2c[nH]c3ccccc23)cc1
12) N#C/C(=C/c1ccc(C(=O)O)cc1)C(=O)Nc1ccccc1
13) Cn1c(SCc2cc(=O)[nH]c3ccccc23)nnc1-c1ccco1
14) Cc1ccc(NC2=NCC(=O)N2c2ccc3c(c2)OCCO3)c(C)c1
15) O=C1c2cc(S(=O)(=O)NCCO)ccc2-c2ccc(S(=O)(=O)NCCO)cc21
16) COCCN(C(=O)c1csnn1)C(C(=O)NC1CCCCC1)c1cccs1 (configuration not stated)

entry no.	9	10	11	12	13	14	15	16
STAT1 blocker	-6	1	12	5	-6	-10	-1	-1
APP transl inh	0	-9	-1	2	-9	11	-1	8
FLuc stim CS	1.1	1	1	1	1.1	1	1	1.1
STAT3 inh	3	11	26	3	-1	2	6	-1
FLuc inh counter	-10	0	-3	1	-8	-2	-3	-7
STAT1 act	102	99	89	95	105	109	101	101
NF-kB expr up	0.95	1.2	1	1.5	1	1	1.1	1
STAT3 activator	102	91	81	108	103	101	97	105
ROMK primary	-0.0023	0.4	nt	-1.5	nt	-1.4	-0.61	nt
APP 5'UTR act	0	9	1	-2	9	-11	1	-7

17) O=C(c1ccccc1)N1CCN(CC#Cc2ccccc2)CC1
18) COc1ccc(CCC(=O)N/N=C\c2cccs2)cc1
19) CC(C)CC(c1nnnn1C1CCCC1)N1CCC(C(N)=O)CC1 (configuration not stated)
20) CCCC(=O)N(c1ccc(OCC)cc1)C1C=CS(=O)(=O)C1 (configuration not stated)
21) O=c1cc(CO)oc(CN2CCN(c3ccccc3F)CC2)c1O
22) O=C1CCc2cc(S(=O)(=O)NC(Cc3ccccc3)C(=O)NC3CCCC3)ccc2N1 (configuration not stated)
23) CC(=O)c1c(C(C)=O)c(C)n(-c2cccc([N+](=O)[O-])c2)c1C
24) CC(=O)N(C)c1ccc(NC(=O)Nc2ccccc2C)cc1
25) Cc1cc(C(F)(F)F)n(-c2nc(C(=O)Nc3cccnc3)cs2)n1
26) Oc1ccc(NC(=S)N=Nc2c(O)[nH]c3ccc(Br)cc23)cc1
27) O=C(COC(=O)c1ccc(O)cc1)Nc1ccccc1-c1ccccc1

entry no.	17	18	19	20	21	22	23	24	25	26	27
STAT1 blocker	-13	-8	7	4	2	-7	-1	-28	-6	-10	1
APP transl inh	-16	-14	0	34	-4	-6	3	-39	12	-1	-17
FLuc stim CS	1.1	1	1.1	1.1	1	1	1	0.5	1	1.1	1
STAT3 inh	2	20	1	13	11	5	0	9	21	19	-2
FLuc inh counter	-8	-1	-5	-5	-4	-4	-2	54*	-4	-7	-3
STAT1 act	111	105	92	96	98	107	101	126	102	108	99
NF-kB expr up	2.1	1.1	1.1	0.83	1	1.2	1.2	1.5	1.2	0.68	0.9
STAT3 activator	100	87	100	94	99	100	98	101	87	87	102
ROMK primary	nt	-0.21	1.4	nt	nt	nt	-0.65	-0.63	0.95	0.56	nt
APP 5'UTR act	16	14	0	-34	4	6	-3	39	-11	1	17

In the list so far, these contain four or more nitrogen atoms.
3) Cc1cc(NC(=S)N(CCCN2CCN(C)CC2)Cc2ccco2)ccc1Cl
6) COc1ccccc1N1CCN(C(=O)c2sc3nc(-c4ccc(F)cc4)cn3c2C)CC1
8) O=C(CSc1ccc(-c2nc3ccccc3[nH]2)cn1)Nc1ccc(S(=O)(=O)N2CCCC2)cc1
13) Cn1c(SCc2cc(=O)[nH]c3ccccc23)nnc1-c1ccco1
16) COCCN(C(=O)c1csnn1)C(C(=O)NC1CCCCC1)c1cccs1 (configuration not stated)
19) CC(C)CC(c1nnnn1C1CCCC1)N1CCC(C(N)=O)CC1 (configuration not stated)
25) Cc1cc(C(F)(F)F)n(-c2nc(C(=O)Nc3cccnc3)cs2)n1
26) Oc1ccc(NC(=S)N=Nc2c(O)[nH]c3ccc(Br)cc23)cc1

entry no.	3	6	8	13	16	19	25	26
STAT1 blocker	4	6	-2	-6	-1	7	-6	-10
APP transl inh	-16	2	6	-9	8	0	12	-1
FLuc stim CS	1	1	0.9	1.1	1.1	1.1	1	1.1
STAT3 inh	13	19	-9	-1	-1	1	21	19
FLuc inh counter	0	-3	15	-8	-7	-5	-4	-7
STAT1 act	95	95	102	105	101	92	102	108
NF-kB expr up	1.2	0.45	1	1	1	1.1	1.2	0.68
STAT3 activator	94	85	105	103	105	100	87	87
ROMK primary	-0.41	nt	-0.25	nt	nt	1.4	0.95	0.56
APP 5'UTR act	16	-2	-5	9	-7	0	-11	1
